From PubChem
FBW7 act: human FBW7 E3 ligase activation, primary screen | Q969H0 | AlphaScreen FBW7–phospho-cyclin E peptide binding, activator screen | normalized activity (activation), % at 26.1 µM | hit rate 0.13% among 650,000; in the data active means normalized activity above about 1.9%;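 further: purified mutant Fbw7 with reduced substrate affinity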
GPR151 ag: human GPR151 activation; Q8TDV0; AID 1508602; PathHunter beta-arrestin GPR151 cells, luminescence; hit rate 1% among 650,000; activation, % at 11.2 µM; in the data active means activation above about 4.9%;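 further: 0% = median of compound wells and 100% = cells with positive control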
Target sequence (Q8TDV0 whole entry, looked up): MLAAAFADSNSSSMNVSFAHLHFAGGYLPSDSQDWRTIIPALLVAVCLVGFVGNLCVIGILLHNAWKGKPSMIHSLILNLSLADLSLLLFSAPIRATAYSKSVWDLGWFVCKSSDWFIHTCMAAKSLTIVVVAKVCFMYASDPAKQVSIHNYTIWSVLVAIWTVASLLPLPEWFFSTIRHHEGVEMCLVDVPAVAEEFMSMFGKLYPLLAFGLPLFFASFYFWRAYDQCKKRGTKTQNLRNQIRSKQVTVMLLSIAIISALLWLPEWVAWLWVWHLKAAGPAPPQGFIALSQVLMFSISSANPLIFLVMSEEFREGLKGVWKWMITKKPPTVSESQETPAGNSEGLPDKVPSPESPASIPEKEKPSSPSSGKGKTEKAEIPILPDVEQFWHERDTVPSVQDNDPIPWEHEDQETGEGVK
MITF inh: human MITF inhibition, primary screen; O75030; hit rate 0.91% among 650,000; AlphaScreen MITF homodimerization, bead proximity signal; AID 1259374; inhibition, % at 2.6 µM; in the data active means inhibition above about 50%;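 further: 0% = vehicle wells with protein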
Target sequence (O75030 whole entry, looked up): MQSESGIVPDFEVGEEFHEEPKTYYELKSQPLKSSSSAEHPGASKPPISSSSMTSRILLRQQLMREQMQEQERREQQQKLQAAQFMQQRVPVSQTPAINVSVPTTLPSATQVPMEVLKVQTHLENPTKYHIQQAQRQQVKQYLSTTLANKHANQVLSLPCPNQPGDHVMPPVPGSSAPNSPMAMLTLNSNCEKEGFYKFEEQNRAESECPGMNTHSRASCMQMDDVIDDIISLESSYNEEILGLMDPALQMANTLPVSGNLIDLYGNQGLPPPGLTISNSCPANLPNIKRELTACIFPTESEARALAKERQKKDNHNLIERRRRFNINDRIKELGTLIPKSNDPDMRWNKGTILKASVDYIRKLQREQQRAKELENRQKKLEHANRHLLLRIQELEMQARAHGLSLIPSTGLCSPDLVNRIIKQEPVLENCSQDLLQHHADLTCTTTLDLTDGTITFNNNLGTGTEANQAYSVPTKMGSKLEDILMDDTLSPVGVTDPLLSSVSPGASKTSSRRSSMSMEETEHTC
TEAD-YAP block: TEAD-YAP interaction inhibition; HEK-TIYL cells, TEAD-Gal4/YAP UAS-luciferase luminescence; inhibition, % at 9.12 µM; hit rate 1.4% among 640,000; AID 1259422; in the data active means inhibition above about 32%;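 further: 0% = median of test compound wells and 100% = reference inhibitor wells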
* marks the source's active call; other numbers are inactive results.

SMILES	FBW7 act	GPR151 ag	MITF inh	TEAD-YAP block
CCC(C(=O)Nc1ccccc1C(=O)N1CCCC1)N1C(=O)c2ccccc2C1=O (stereo unspecified)	-0.1	0.6	11	9
COc1ccc(OC)c(/C(C)=N/NC(=S)NCc2ccccc2)c1	-0.1	-0.6	6	7
COc1ccc(C(=O)c2ccc(N3CCN(C(=O)c4ccccc4)CC3)c(F)c2)cc1Br	0.0	0.1	-11	-4
CCOC(=O)c1c(NC(=O)C(C)Sc2c[nH]c3ccccc23)sc2c1CCCCC2 (stereo unspecified)	0.1	0.2	5	16
CC(C)CN(CC(C)C)c1ncnc2ccccc12	-0.2	0.7	9	-3
Cn1ncc2c(Nc3ccc(F)cc3)nc(NCc3ccco3)nc21	0.0	2.3	8	0
O=C(Nc1ccccc1C(=O)O)c1cccs1	-0.1	-4.9	8	-1
CCOc1ccccc1NC(=O)CCC(=O)c1ccc(F)cc1	0.1	-1.4	17	-11
CCn1c(SCC(=O)c2ccc(C)cc2)nnc1C1CC1	-0.1	-0.8	0	-36
CCN(CC)C(=O)COc1ccc2oc(C)c(C(=O)OC(C)C)c2c1	0.1	0.6	12	8
O=C(O)CC1(CC(=O)Nc2ccc(F)cc2F)CCCCC1	0.0	1.7	5	-3
CC1CCC2C(=O)N(c3ccc(Br)cc3)C(=O)C2C1 (stereo unspecified)	0.0	0.2	-8	1
CCN(CC)C(=O)CSc1nc2c(cc1C#N)CCCCC2	-1.0	2.8	9	-16
COc1cc(SC)ccc1C(=O)OCC(=O)Nc1ccc(C(C)=O)cc1	0.4	-1.0	7	2
CCC(=O)c1ccc(OCC(=O)NC2(C)CCS(=O)(=O)C2)cc1 (stereo unspecified)	-0.2	-0.2	-5	-5
COc1ccc(NC(=O)COc2nc(N(C)C)nc(N(C)C)n2)cc1	-0.2	-1.0	-2	4
C=CCOn1c(=O)c(-c2ccc(C)cc2)[n+]([O-])c2ccccc21	0.2	-0.8	10	10
CNc1nc(-c2ccc(OC)cc2)c(C)s1	0.1	-0.4	6	-8
COCCSc1ccccc1C(=O)NCC1CCCO1 (stereo unspecified)	0.1	-0.6	13	-5
COc1ccc(NC(=O)c2ccc(Cl)c([N+](=O)[O-])c2)cc1	0.0	0.0	-3	-14

Arranged by molecular weight (high to low): three of the compounds above.
SMILES	FBW7 act	GPR151 ag	MITF inh	TEAD-YAP block
COc1ccc(NC(=O)COc2nc(N(C)C)nc(N(C)C)n2)cc1	-0.2	-1.0	-2	4
CCC(=O)c1ccc(OCC(=O)NC2(C)CCS(=O)(=O)C2)cc1 (stereo unspecified)	-0.2	-0.2	-5	-5
CCN(CC)C(=O)CSc1nc2c(cc1C#N)CCCCC2	-1.0	2.8	9	-16

Some entries already given, reduced to GPR151 ag:
| Structure | GPR151 ag |
| --- | --- |
| CCOC(=O)c1c(NC(=O)C(C)Sc2c[nH]c3ccccc23)sc2c1CCCCC2 (stereo unspecified) | 0.2 |
| CNc1nc(-c2ccc(OC)cc2)c(C)s1 | -0.4 |

The listing continues:
SMILES	FBW7 act	GPR151 ag	MITF inh	TEAD-YAP block
Cc1cccc(NC(=O)Cn2c(-c3cccs3)noc2=O)c1	0.0	1.6	5	33*
CCCC(=O)NCC(c1cccs1)S(=O)(=O)c1ccccc1 (stereo unspecified)	-0.2	0.1	2	2
CCOc1ccc(-c2c[n+](=O)c3c(n2[O-])CCC3)cc1OCC	-0.1	-1.0	16	1
Cc1c(C(=O)N/N=C/c2cccc(O)c2)nnn1-c1nonc1N	0.2	0.9	-3	-4
CCOC(=O)/C(C=NCc1ccccc1)=C(\C)O	0.0	0.0	-9	9
COc1cc(NC(=O)c2ncn[nH]2)cc(OC)c1	0.0	0.9	1	-8
O=C(COc1coc(CN2CCc3ccccc32)cc1=O)N1CCCC1	0.2	-0.6	10	-5
CCCCN(C)c1c(-c2ccc3c(c2)OCC(=O)N3)c(=O)c1=O	0.0	2.6	7	-3
CN(C)C=NC(=O)/C(C#N)=C1\CCc2ccccc2N1	0.0	0.8	-3	6
Cc1oc(-c2cccc(F)c2)nc1CSCC(=O)O	0.3	-1.8	-3	-4
Cc1ccnc(NS(=O)(=O)c2ccc(NC(=O)C(C)Oc3cccc(Cl)c3)cc2)n1 (stereo unspecified)	0.2	-0.2	-9	2
CC(=O)NNC(=O)c1ccc(NC(=O)c2ccccc2)cc1	0.1	-1.3	6	-5
CCNC(=S)NNC(=S)NCc1ccccc1	-0.1	-0.6	11	-1
Cc1cc(=O)[nH]c(SCC(=O)NC(C)c2ccccc2)n1 (stereo unspecified)	-0.1	1.1	14	-1
CCOC(=O)C1=C(C)NC2=C(C(=O)CC(C)(C)C2)C1c1ccc(N(CC)CC)cc1 (stereo unspecified)	0.0	0.3	-6	0
COc1cc(NC(=S)NCC2CCCO2)cc(OC)c1OC (stereo unspecified)	-0.1	-0.8	7	6
CCSc1nnc(NC(=O)C2CCCN(S(=O)(=O)c3cnc[nH]3)C2)s1 (stereo unspecified)	0.0	1.2	0	6
CCCN1C(=O)/C(=C2\SC(=S)N(CCOC)C2=O)c2ccccc21	0.0	5.6*	11	8
CSc1cccc(CN[C@H]2C[C@H]3C(=O)N[C@@H](Cc4ccccc4)C(=O)N3C2)c1	-0.1	0.3	-3	17
Cc1ccc(-n2c(SCC(=O)N3CCOCC3)nnc2-c2ccccc2O)c(C)c1	0.5	0.5	15	16
CC(=O)c1sc2ccccc2c1OC(=O)c1cccc(Br)c1	-0.1	0.9	-3	9
OC1CCN(C(c2ccc3ncccc3c2)c2nnnn2C2CCCCC2)CC1 (stereo unspecified)	-0.1	-0.6	-7	-11
O=C(CCCN1C(=O)c2ccccc2C1=O)Nc1c2c(nc3c1CCC3)CCC2	0.1	0.4	8	-1
COc1cccc(S(=O)(=O)NCc2ccc(C(=O)N3CCCC3)cc2)c1	0.0	2.8	-5	-9
Cc1ccc(C(=O)N2C(C)CCCC2C)cc1[N+](=O)[O-] (stereo unspecified)	-0.2	1.6	-5	-7
COc1ccc2c(CNCc3ccccc3)c(C(=O)O)[nH]c2c1	0.4	2.1	12	5
O=C(CCCSc1nc(-c2ccco2)cc(C(F)(F)F)n1)Nc1cccnc1	-0.1	1.3	-3	1
COc1ccc(S(=O)(=O)N2CCN(c3cc(-n4nc(C)cc4C)ncn3)CC2)cc1C	0.1	0.6	14	5
O=C(Cn1cc(SCc2cccc(F)c2)c2ccccc21)N1CCOCC1	-0.1	-1.3	-3	-39
Cc1cccc(C)c1NC(=O)c1cc(S(=O)(=O)N2CCC(C)CC2)ccc1F	0.4	-2.2	2	5
O=S(=O)(Nc1cccc(-c2ccc(N3CCCC3)nn2)c1)c1cccnc1	-0.1	-0.2	-4	-34
NC(=O)c1cccc(-c2cnn3c(N4CCN(c5ccccn5)CC4)ccnc23)c1	0.1	0.3	-7	3
C#C[C@]1(O)CCC2C3CCc4cc(O)ccc4C3CC[C@@]21C (stereo partly specified)	-0.1	1.0	3	2
O=C(Nc1ccccc1)c1ccc([N+](=O)[O-])cc1SCCO	0.1	-0.5	-8	-9
Cc1ccc(NS(=O)(=O)c2ccc(F)cc2)nc1	0.2	-0.5	15	10
CCOC(=O)C1=C(C)NC2=C(C(=O)C(C(=O)OCC)C(c3ccc(OC)cc3)C2)C1c1cccc(Br)c1 (stereo unspecified)	0.1	0.2	-3	11
CCc1nc(N2CCN(C)CC2)c2c3c(sc2n1)CCC3	0.1	-0.4	45	5
O=C(NCC1COc2ccccc2O1)c1ccc2c(=O)n(Cc3ccc4c(c3)OCO4)c(=S)[nH]c2c1 (stereo unspecified)	0.0	-0.2	11	2
COc1ccc(CCNC(=O)CCCCCn2c(SCC(=O)NCCC(C)C)nc3ccsc3c2=O)cc1OC	-0.1	-0.9	4	4
COc1ccc(S(=O)(=O)CCC(=O)N2CCc3ccccc32)cc1	0.0	3.5	0	6
CC1CCN(S(=O)(=O)c2ccc(NC(=O)[C@@H]3CCCC[C@@H]3C(=O)O)cc2)CC1	-0.2	-0.3	-2	9
CCn1c(N2CCN(C(=O)/C=C/c3ccccc3)CC2)nc2ccccc21	-0.1	0.0	15	2
Cc1nc(N2CCCCC2C)c2c(C)c(C(=O)Nc3cnc4ccccc4c3)sc2n1 (stereo unspecified)	0.3	0.5	-2	-14
O=C(Nc1nnc(-c2cccs2)s1)c1ccc(F)cc1	-0.1	-0.4	10	-28
O=C(COc1ccccc1)Nc1cc([N+](=O)[O-])ccc1Cl	0.0	-1.2	6	-8
CC(C)(C)OC(=O)N1CCC[C@H]1C(=O)Nc1ccc(C(N)=O)cc1	0.8	0.0	-2	-1
Cn1c(=O)c2c(nc(NCCCO)n2Cc2ccccc2F)n(C)c1=O	0.0	0.8	-1	3
CCOc1ccc2[nH]c(=O)c(CN(CCCO)Cc3nnnn3Cc3ccccc3)cc2c1	-0.1	-0.8	-2	-10
Nc1nc(NCc2cccc(C(F)(F)F)c2)cc(Nc2ccncn2)n1	0.2	-1.1	2	3
O=C(COC(=O)c1cc(Cl)ccc1Cl)NCc1ccco1	0.0	0.8	7	6
CCOc1cccc(C(=O)Nc2nnc(COc3ccc(C(C)CC)cc3)s2)c1 (stereo unspecified)	0.1	0.4	1	1
NNC(=S)Nc1cccc(-c2n[nH]c(=S)o2)c1	0.1	1.2	-7	-4
CN(C)c1ccc(CN2CCOc3ccc(C(O)c4cccnc4)cc3C2)cc1 (stereo unspecified)	-0.1	-0.7	-31	-3
CCOC(=O)c1c(-c2ccccc2)oc2ccc(OCc3ccccc3F)cc12	0.2	-1.6	16	-2
Cc1c(C(=O)N2CCN(C)CC2)sc2ncn(CC(=O)Nc3cccc(C(F)(F)F)c3)c(=O)c12	-0.1	0.2	-5	-2
COc1c(C)cccc1C(=O)Nc1cc(-c2nn3c(C)nnc3s2)ccc1C	-0.1	1.3	-1	7
Cc1ccc(OCc2nc(SCC(=O)N3c4ccccc4NC(=O)C3(C)C)n[nH]2)cc1	0.0	-0.7	-8	-1
Cc1cc(Cl)ccc1NC(=S)NCC1CCCO1 (stereo unspecified)	0.0	0.5	15	6
COc1ccc(/C=C/C(=O)Nc2ccc(S(=O)(=O)N3CCOCC3)cc2)cc1OC	-0.1	-0.1	16	8
CC(=O)c1cccc(NC(=O)CSc2nnc3ccccn23)c1	0.0	-1.0	-7	-15

6 entries picked at random from the list so far:
SMILES	FBW7 act	GPR151 ag	MITF inh	TEAD-YAP block
CC1CCN(S(=O)(=O)c2ccc(NC(=O)[C@@H]3CCCC[C@@H]3C(=O)O)cc2)CC1	-0.2	-0.3	-2	9
COc1ccc(S(=O)(=O)N2CCN(c3cc(-n4nc(C)cc4C)ncn3)CC2)cc1C	0.1	0.6	14	5
O=C(COc1coc(CN2CCc3ccccc32)cc1=O)N1CCCC1	0.2	-0.6	10	-5
CCN(CC)C(=O)CSc1nc2c(cc1C#N)CCCCC2	-1.0	2.8	9	-16
Cc1ccc(-n2c(SCC(=O)N3CCOCC3)nnc2-c2ccccc2O)c(C)c1	0.5	0.5	15	16
CCOC(=O)C1=C(C)NC2=C(C(=O)CC(C)(C)C2)C1c1ccc(N(CC)CC)cc1 (stereo unspecified)	0.0	0.3	-6	0

Carrying on.
SMILES	FBW7 act	GPR151 ag	MITF inh	TEAD-YAP block
COc1ccc(-c2cc3c(=O)n(CC(=O)NCc4ccccn4)ncn3n2)cc1	0.2	0.1	5	-28
CCCCCCCNC(=O)c1ccc(F)cc1	0.1	0.2	9	-26
COc1ccc(C2(CNC(=O)c3ccccc3)CCCC2)cc1	0.1	-0.2	1	-5
CC/C(=C(/c1ccc(OC)cc1)c1ccc(OC(=O)c2ccc(OC)cc2)cc1)c1c[nH]c2ccccc12	0.0	-0.7	15	1
Fc1ccccc1NC(=S)N(CCCN1CCCCC1)Cc1cccs1	0.1	0.4	20	3
O=C1c2ccc([N+](=O)[O-])cc2C(=O)N1c1cccc(-c2nc3ccccc3o2)c1	0.0	0.5	-7	-5
Cc1ccc(NC(=O)N2CCCN(c3nc4cc5c(cc4cc3C#N)OCO5)CC2)cc1	0.1	-0.4	-13	-6
COc1cc2[nH]c(=O)n(CCCCCC(=O)NCCCOC(C)C)c(=O)c2cc1OC	0.0	1.3	-9	-4
CC(C)(C)/C(O)=C/c1nc2ccccc2oc1=O	-0.2	-0.2	0	-9
O=C(O)c1ccc(CNC(=S)NCC2CCCO2)cc1 (stereo unspecified)	0.2	3.2	9	-2
O=C(Cn1ncc2cccn2c1=O)Nc1ccc(N2CCOCC2)cc1	-0.2	0.3	-4	-14
Cc1[nH]c2ccccc2c1CN1CCN(Cc2ccc3c(c2)OCO3)CC1	0.4	0.4	38	-14
CC1(C)CC(=O)C2=C(C1)N(c1ccccc1)C(=O)C2(NC(=O)c1ccccc1)C(F)(F)F (stereo unspecified)	0.1	-0.6	-4	1
CC1CN(C(=O)c2ccccc2F)CCN1C(=O)c1ccccc1F (stereo unspecified)	-0.1	3.9	1	17
O=C(NCc1cccc(C(F)(F)F)c1)c1cnc(Nc2ccccc2)s1	0.1	3.0	-8	7
O=C(OCc1nc2ccc(Cl)cc2n1CCO)c1ccc(O)cc1	0.5	-1.1	8	10
COc1ccc2[nH]c(C)c(CCN3C(=O)C4CCCCC4C3=O)c2c1 (stereo unspecified)	0.0	-0.4	6	6
CCOC(=O)c1cc(-c2ccc(/C=C3/C(=O)N(c4ccc(C(=O)O)cc4)N=C3C)o2)ccc1Cl	0.2	-0.5	3	7
COc1cc(NC(=O)c2cnc(-c3ccccc3)s2)cc(OC)c1OC	0.0	0.2	16	-3
Cc1cc(C)cc(OCC(=O)NCc2nc(-c3ccc(Cl)cc3)no2)c1	0.7	1.1	8	0
